Bioassay records as filed in PubChem BioAssay.
CRE-bla Fsk: Cell signaling CRE-BLA (Fsk stim); CHO CRE-bla reporter (cAMP response element driving beta-lactamase), forskolin EC10, beta-lactamase ratio; Potency, µM (doses to about 38.2 µM), for the others: at the top dose activity change, negative = inhibition, actives largely listed as activators; hit rate 2.5% among 71,000; AID 662, 2007; active = well fitted activation curve with a large enough effect in the signal ratio, with a control signal flat, not every such curve was filed as active; inconclusive = small, poorly fitted or top-dose-only effect, or effect the other way, or a change in a side signal; the % refers to the signal ratio; note: potency is the fitted concentration of half-maximal effect; % of control where 0% means no effect
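CHO CRE-bla cells, overnight plating in Opti-MEM with 0.5% dialyzed FBS; cpd titration + EC10 NKH 477, 3 h 37 °C; CCF4 2 h RT; ex 405/em 460 vs 530 ratio → %Activity, AC50.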
A350 fluor: qHTS Assay for Spectroscopic Profiling in A350 Spectral Region. max dye-equivalent concentration, M. hit rate 11% among 59,000. Compound autofluorescence, 340/450 nm, Alexa 350 dye-equivalents; active compounds read high; in the data active = max dye-equivalent concentration above about 10 nM; inconclusive = mostly about 1.1 nM to 9.6 nM
HBB splicing: qHTS Assay for Modulators of Hemoglobin Beta Chain Splicing; HBB splicing reporter cell assay, activation; EGFP reporter with mutant IVS2-654 intron; response scale: normalised to 500 nM splice-correcting PNA; Potency, µM (highest dose often 46.1 µM), inactives show top-dose activation, most hits filed as activators; hit rate 0.06% among 65,000; note: potency is the fitted concentration of half-maximal effect; 0% is about no effect
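Compounds were applied for 2 days to HeLa EGFP-654 cells, 500/well in Optimem with 2% FCS. The reporter's EGFP is disrupted by mis-splicing of beta-globin intron IVS2-654. Readout: summed well GFP fluorescence from 488 nm laser scanning; reference was 500 nM antisense […] 654 PNA.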
ALOX15 inhib: qHTS Assay for Inhibitors of 15-hLO (15-human lipoxygenase). purified 15hLO-1, xylenol orange hydroperoxide absorbance. Potency, µM (titrated, usually from 57.1 µM), inactives show top-dose activity change, negative = inhibition, hits mostly inhibitors. hit rate 1.4% among 74,000; note: potency is the fitted concentration of half-maximal effect; % is set by controls: 0 for no effect and ±100 for the full control effect; nearly all actives have a fitted effect of over 55% in size
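40 nM 15hLO-1 + cpd, 15 min RT; start w/ 50 uM AA (final), 6 min RT; stop/detect w/ 200 uM XO + 300 uM Fe(II) in 50 mM H2SO4, 30 min; A573/A405. Buffer 25 mM Hepes pH 7.5, 0.01% Triton X-100. No-enzyme wells as negative control.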
4-MU autofl: qHTS Assay for Spectroscopic Profiling in 4-MU Spectral Region | AID 589, 2007 | compound autofluorescence, 340/450 nm, 4-MU equivalents; active compounds read high | max dye-equivalent concentration, M | hit rate 11% among 59,000; in the data active = max dye-equivalent concentration above about 10 nM; inconclusive = mostly about 1.1 nM to 9.6 nM
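Compounds in 100 mM Tris, pH 8.0, sat 15 min at room temperature before fluorescence was read at 340 nm excitation/450 nm emission; a per-plate six-point 4-MU standard curve converted signals to dye-equivalent concentration at each compound concentration.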
Hsp90 Hop PPI: qHTS Assay for Disrupters of an Hsp90 Co-Chaperone Interaction; AlphaScreen TPR2A-His6 binding biotin-Hsp90 C-terminal peptide; hit rate 0.44% among 71,000; Potency, µM (top dose mostly 57 µM), inactives show at the highest dose activity change, negative = inhibition; Hsp90 C-terminal peptide / TPR2A (Hop) interaction, human; active = well fitted curve in either direction with a large enough effect; inconclusive = small, poorly fitted or top-dose-only effect, or another doubt; note: potency is the fitted concentration of half-maximal effect; % is set by controls: 0 for no effect and ±100 for the full control effect; many of its hits are not listed in these tables
GFP derepression: qHTS Assay for Epigenetic Modulators. mouse C127i GFP locus derepression, cytometry, 30 h. Potency, µM (titrated, usually from 46.1 µM), without a hit: at the top dose GFP derepression (activation). hit rate 0.09% among 68,000; note: % of control where 0% means no effect
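Read-out is the number of GFP-positive cells, scored as fluorescent objects 20 to 120 um wide, reflecting derepression of a silenced CMV-GFP reporter in murine C127i cells after 30 h compound exposure at 37 C.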
BRCT PPI red: qHTS Assay for Inhibitors of BRCT-Phosphoprotein Interaction (Red Fluorophore); Breast cancer type 1 susceptibility protein (Homo sapiens), P38398; BRCT-phosphopeptide binding, red fluorescence polarization; Potency, µM (highest dose often 76.9 µM), inactives show top-dose activity change, negative = inhibition, usual class: inhibitors; hit rate 0.03% among 75,000; AID 892, 2007; note: % is set by controls: 0 for no effect and ±100 for the full control effect
Target sequence (P38398 whole entry, looked up): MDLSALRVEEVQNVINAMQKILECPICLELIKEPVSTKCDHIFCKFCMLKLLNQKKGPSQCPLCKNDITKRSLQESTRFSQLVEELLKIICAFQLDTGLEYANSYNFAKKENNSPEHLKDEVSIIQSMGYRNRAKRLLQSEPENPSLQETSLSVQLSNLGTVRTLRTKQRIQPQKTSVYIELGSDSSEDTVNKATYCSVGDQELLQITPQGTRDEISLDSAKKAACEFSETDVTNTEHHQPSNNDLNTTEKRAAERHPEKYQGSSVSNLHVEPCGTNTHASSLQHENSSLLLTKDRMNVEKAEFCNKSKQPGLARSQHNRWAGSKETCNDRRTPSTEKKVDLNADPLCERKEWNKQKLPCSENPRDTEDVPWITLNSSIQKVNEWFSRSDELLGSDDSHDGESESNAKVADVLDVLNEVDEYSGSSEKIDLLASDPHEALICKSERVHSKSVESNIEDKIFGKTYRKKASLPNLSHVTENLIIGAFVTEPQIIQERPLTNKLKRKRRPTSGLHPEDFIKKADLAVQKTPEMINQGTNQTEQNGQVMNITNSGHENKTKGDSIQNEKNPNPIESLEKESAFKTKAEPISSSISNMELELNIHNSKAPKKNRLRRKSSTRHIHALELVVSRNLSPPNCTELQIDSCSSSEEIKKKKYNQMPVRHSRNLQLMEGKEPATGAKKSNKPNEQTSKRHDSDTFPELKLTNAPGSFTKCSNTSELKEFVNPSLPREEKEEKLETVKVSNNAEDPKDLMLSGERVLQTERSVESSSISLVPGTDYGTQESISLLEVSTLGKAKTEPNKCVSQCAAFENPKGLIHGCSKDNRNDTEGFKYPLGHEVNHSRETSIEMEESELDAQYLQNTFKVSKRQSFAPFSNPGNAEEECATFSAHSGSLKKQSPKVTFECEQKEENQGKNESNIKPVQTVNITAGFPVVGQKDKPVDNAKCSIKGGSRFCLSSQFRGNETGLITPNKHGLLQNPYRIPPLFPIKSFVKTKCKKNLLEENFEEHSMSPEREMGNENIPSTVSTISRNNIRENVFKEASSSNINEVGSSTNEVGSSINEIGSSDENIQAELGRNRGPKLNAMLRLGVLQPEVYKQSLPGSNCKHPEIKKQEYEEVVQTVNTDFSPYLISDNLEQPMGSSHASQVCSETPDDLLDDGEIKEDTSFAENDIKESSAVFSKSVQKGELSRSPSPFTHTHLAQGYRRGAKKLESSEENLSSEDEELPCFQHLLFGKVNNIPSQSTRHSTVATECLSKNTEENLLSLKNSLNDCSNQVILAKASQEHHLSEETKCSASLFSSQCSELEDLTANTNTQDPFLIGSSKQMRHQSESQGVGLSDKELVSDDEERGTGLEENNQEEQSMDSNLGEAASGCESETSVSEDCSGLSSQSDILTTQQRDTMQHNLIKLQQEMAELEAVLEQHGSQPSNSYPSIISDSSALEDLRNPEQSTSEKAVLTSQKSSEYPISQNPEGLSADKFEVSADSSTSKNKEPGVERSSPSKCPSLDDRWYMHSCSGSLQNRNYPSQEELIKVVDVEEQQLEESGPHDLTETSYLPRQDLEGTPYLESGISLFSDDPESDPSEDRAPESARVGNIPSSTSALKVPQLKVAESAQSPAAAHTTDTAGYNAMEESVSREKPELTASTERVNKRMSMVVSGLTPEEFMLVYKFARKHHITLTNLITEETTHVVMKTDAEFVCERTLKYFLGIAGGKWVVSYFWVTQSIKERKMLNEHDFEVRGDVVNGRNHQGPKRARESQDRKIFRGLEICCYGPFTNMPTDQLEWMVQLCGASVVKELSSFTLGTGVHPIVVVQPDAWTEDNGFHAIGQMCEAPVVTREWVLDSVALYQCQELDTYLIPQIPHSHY
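Rhodamine-labelled pBACH1 10-mer (100 nM) bound to BRCT domain (100 nM) at pH 7.3; compounds incubated 12 min room temperature, polarization read. Free peptide defines full inhibition; unlabelled decapeptide titrated as control.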
DNA Pol III inh: qHTS Assay for Inhibitors of DNA Polymerase III Holoenzyme System; Potency, µM (top dose mostly 57.1 µM), without a hit: at the top dose activity change, negative = inhibition; reconstituted DNA polymerase III holoenzyme replication, biochemical; hit rate 0.25% among 71,000; AID 603, 2007; note: potency is the fitted concentration of half-maximal effect; % is set by controls: 0 for no effect and ±100 for the full control effect
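Reconstituted *E. coli* holoenzyme (0.35 nM Pol III, 1 nM beta, 154 nM SSB, 2 nM primase) was preincubated with compound for 15 min at RT. Synthesis on 1.4 nM ssM13Gori ran 35 min, then was stopped with PicoGreen/EDTA and read as dsDNA fluorescence.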
Ub-GFP proteasome: Ubiquitin-GFP Assay; Ubiquitin-GFP reporter cells, proteasome inhibition, GFP fluorescence; response scale: untreated = 0%, 10 µM MG-132 = 100%; Potency, µM (doses to about 45.9 µM), without a hit: at the top dose activation (GFP accumulation), usual class: activators; 67,000 tested, under 10 active; active = well fitted activation curve with a large enough effect, not every such curve was filed as active; inconclusive = small, poorly fitted or top-dose-only effect, or another doubt; inactive = no such curve, though single readings can be large or run the other way; note: potency is the fitted concentration of half-maximal effect
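Proteasome blockade was scored as a rise in GFP-expressing U2OS cells carrying a ubiquitin(G76V)-GFP construct, imaged after 4 hr compound treatment at 37 °C across a 46 uM–2.9 nM series.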
BRCT inh green: qHTS Assay for Inhibitors of BRCT-Phosphoprotein Interaction (Green Fluorophore) | Breast cancer type 1 susceptibility protein (Homo sapiens), P38398 | BRCA1 BRCT-phosphopeptide binding, green fluorescence polarization | Potency, µM (doses to about 76.9 µM), for inactives: at the top dose activity change, negative = inhibition, usual class: inhibitors | hit rate 0.05% among 75,000;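 note: potency is the fitted concentration of half-maximal effect; plate controls were peptide without protein for full effect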
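Compounds were incubated for 12 min at room temperature with a complex of 100 nM fluorescein-tagged pBACH1 decapeptide and 250 nM His-tagged BRCT protein. Buffer was phosphate pH 7.3 with EDTA, DTT and Tween 20. Disruption of binding lowers the polarization signal.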
Active calls of the source: *; i = inactive; ? = inconclusive; . = no result given; [ ] = remark or other dose. Unless noted, calls come from the whole dose curve; as a rule, active = well fitted curve in the direction sought with a large enough effect; inconclusive = small, poorly fitted or top-dose-only effect, or another doubt; inactive = no such curve, though single readings can be large; an effect the other way counts as inactive or inconclusive. An unsorted share of the library, and some 12% of all compounds hit somewhere here.

The first 2 records as a preview:
SMILES	CRE-bla Fsk	A350 fluor	HBB splicing	ALOX15 inhib	4-MU autofl	Hsp90 Hop PPI	GFP derepression	BRCT PPI red	DNA Pol III inh	Ub-GFP proteasome	BRCT inh green
Cc1noc(C)c1-c1nccc(NCCN2CCOCC2)n1	4%	i	-0.3%	?	i	-3%	-1%[9.22 µM]	0.9%	-3%	-5%	-3.2%
COCc1[nH]nc2c1C(c1ccccc1Cl)C(C#N)=C(N)O2 (configuration not stated)	-3%	i	.	-10%	i	0%	-3%	0.0%	-2%	-2%	-0.7%

This part in full, from the start:
SMILES	CRE-bla Fsk	A350 fluor	HBB splicing	ALOX15 inhib	4-MU autofl	Hsp90 Hop PPI	GFP derepression	BRCT PPI red	DNA Pol III inh	Ub-GFP proteasome	BRCT inh green
Cc1noc(C)c1-c1nccc(NCCN2CCOCC2)n1	4%	i	-0.3%	?	i	-3%	-1%[9.22 µM]	0.9%	-3%	-5%	-3.2%
COCc1[nH]nc2c1C(c1ccccc1Cl)C(C#N)=C(N)O2 (configuration not stated)	-3%	i	.	-10%	i	0%	-3%	0.0%	-2%	-2%	-0.7%
CCC(COC(=O)Nc1cccc(C)c1C)NC(=O)OCC(C)C (configuration not stated)	0%	i	0.2%	0%	i	2%	2%	0.6%	-2%	-8%	-0.9%
CSc1nc2oc3c(c2c2nncn12)CC(C)(C)SC3	?	2.1e-07M*	3.1%[0.369 µM]	-2%	1.7e-07M*	-25%	2%	-0.5%	-4%	3%	-1.2%
COc1ccc(C2N(c3cc(C)on3)C(=O)C3CCCN32)cc1OC (configuration not stated)	12%	i	-1.8%	3%	i	5%	0%	-0.1%	0%	-6%	-2.4%
COc1ccc(-c2cc(N)n(CCC#N)n2)c(OC)c1	?	i	0.7%	-3%	i	-7%	2%	0.2%	-7%	-3%	1.6%
CS(=O)(=O)N1CCC(C(=O)Nc2cc(C(F)(F)F)ccc2Cl)CC1	-10%	i	-1.2%	0%	i	-2%	6%	0.6%	-1%	-5%	-3.2%
NC(Cc1ccccc1)(C(=O)O)C(=O)O	-29%[7.6 µM]	i	2.8%[9.22 µM]	-3%[11.4 µM]	i	4%[11 µM]	4%[9.22 µM]	0.0%[15.4 µM]	-4%[11.4 µM]	1%[9.17 µM]	0.9%[15.4 µM]
Cc1ccc(NC(=O)CC(O)(C(F)(F)F)C(F)(F)F)c(Br)c1	10%	i	-1.2%	-1%	i	10%	0%	-0.4%	-2%	3%	-0.9%
COc1ncc2nc(-c3ccccc3)c(=O)n(C[C@H]3CCCO3)c2n1	?	1.6e-08M*	1.4%	-4%	1.3e-08M*	-2%	2%[9.22 µM]	0.9%	-8%	-4%	-1.6%
COc1ccccc1CNC(=O)C1CC(=O)N(C2CCCC2)C1 (configuration not stated)	-3%	i	1.1%	7%	i	-4%	-1%	-0.7%	2%	6%	0.2%
COc1ccc(Oc2ncc3nc(-c4cccs4)c(=O)n(Cc4cccs4)c3n2)cc1	3.2µM*	i	3.0%	-1%	i	29%	5%[9.22 µM]	0.4%	0%	7%	8.4%
CN(c1ccc(OCc2nnc(-c3ccccc3)o2)cc1)S(=O)(=O)c1ccccc1	?	i	-0.7%	2%	i	14%	-1%	0.9%	10%	-3%	-1.1%
O=C(COC(=O)c1ccc(Br)o1)NCc1ccco1	-3%	i	0.4%[57.5 µM]	-8%	i	-2%	-2%	-2.2%	0%	7%	-1.4%
CCOC(=O)N1CCN(C(=O)c2ccc(N3C(=O)CCC3=O)cc2)CC1	0%	i	-0.1%	-4%	i	1%	0%	-0.2%	-10%	-1%	-2.0%
COc1ccc(OC)c(S(=O)(=O)Nc2ccc(O)c(Sc3ncn[nH]3)c2)c1	2%	i	5.0%	13µM*	i	-5%	3%	1.1%	-5%	-5%	-2.5%
NCCc1ccn[nH]1	-10%[17.1 µM]	i	0.1%[20.6 µM]	22%[25.6 µM]	i	0%[26 µM]	15%[20.6 µM]	-0.7%[34.4 µM]	-18%[25.6 µM]	-10%[20.5 µM]	-2.0%[34.4 µM]
N#Cc1nc(-c2ccc(F)cc2)oc1NCCN1CCOCC1	?	.	0.0%	0%	.	-2%	0%	0.0%	-4%	24%	-2.5%
CN(C)c1ccc(/C=c2\sc3nc(-c4ccccc4)nn3c2=O)cc1	0%	i	0.8%	-3%	i	-2%	0%	-0.7%	3%	-2%	13%
CCc1ccccc1NC(=O)Cn1nnc(-c2cccnc2)n1	?	i	-0.1%[57.5 µM]	1%	i	-1%	-2%	-0.1%	-2%	3%	-1.9%
C=CCn1c(SCC(N)=O)nnc1-c1cccc(Br)c1	9%	i	-3.1%[57.5 µM]	-8%	i	-1%	0%	-0.2%	-7%	-1%	-2.2%
Clc1ccc2c(c1)CNc1c(ncnc1N1CCOCC1)O2	3%	i	-6.8%[0.369 µM]	4%	i	-2%	-2%	0.1%	1%	-3%	-1.7%
CCOC(=O)C1(CC)NC(c2ccc(N(C)C)cc2)C2C(=O)N(C)C(=O)C21 (configuration not stated)	-2%	?	0.4%[57.5 µM]	-1%	?	-2%	1%	0.8%	-4%	-5%	-2.4%
CC(C)CCNC(=O)C(c1ccco1)N(Cc1ccc(F)cc1)C(=O)c1snc(C(N)=O)c1N (configuration not stated)	-2%	7.1e-08M*	.	-19%	7.7e-08M*	-3%	0%	-2.1%	-10%	0%	-0.3%
CC1(C)N=C(N)N=C(N)N1c1cccc(OCc2cccc([N+](=O)[O-])c2)c1	-3%[7.6 µM]	i	2.3%[9.22 µM]	0%[11.4 µM]	i	-1%[11 µM]	0%[9.22 µM]	0.9%[15.4 µM]	-9%[11.4 µM]	0%[9.17 µM]	-4.8%[15.4 µM]
COC(=O)c1cc(CSc2nc3ccc(C)cc3[nH]2)oc1C	?	i	3.3%[1.84 µM]	-5%	i	-1%	3%	0.6%	-1%	3%	-1.2%
Cc1cc(C)c(NC(=O)CSc2nnc(Cc3cccn3C)n2-c2ccc(F)cc2)c(C)c1	-13%	i	-1.3%	-4%	i	-6%	1%	-0.6%	1%	-5%	-1.9%
N[C@@H](CSc1nc2ccccn2c1[N+](=O)[O-])C(=O)O	7%[7.6 µM]	i	-0.1%[9.22 µM]	1%[11.4 µM]	i	-1%[11 µM]	0%[9.22 µM]	-4.0%[15.4 µM]	-2%[11.4 µM]	-5%[9.17 µM]	-0.6%[15.4 µM]
C/C(=N\O)C(=O)C(CN1CCCCC1)CN1CCCCC1	?	.	0.4%[9.22 µM]	-7%	.	-3%	0%	1.0%	-1%	3%	-0.7%
CC(=O)NC(=S)c1c(N)n(Cc2ccccc2)c(=O)n(C)c1=O	?	i	5.9%[1.84 µM]	-2%	i	-4%	0%	0.4%	-8%	-4%	3.6%
CCN(CC)S(=O)(=O)c1ccc(Cl)c(C(=O)OC)c1	?	.	-0.8%[0.0738 µM]	-7%[11.4 µM]	.	5%[11 µM]	-2%	0.2%	-1%[11.4 µM]	4%[9.17 µM]	-0.7%
CC(=O)c1ccc(NC(=O)c2cc(CC(C)C)on2)cc1	2%	.	-0.5%	13%	.	-5%[2.3 µM]	.	0.1%	0%	-3%	-4.7%
CC12CCC(C(=O)N3CCN(c4ncccn4)CC3)(c3nc4ccccc4nc31)C2(C)C (configuration not stated)	22%	i	-0.4%	2%	i	-7%	-3%	-0.3%	-6%	-1%	-1.7%
COC(=O)CSc1nc2cc(OC)ccc2cc1C#N	?	2e-08M*	.	-4%	2.2e-08M*	19%	5%	0.2%	-4%	17%	-0.4%
O=c1[nH]c(NC2CCCCC2)nnc1Cc1ccccc1	?	1.3e-08M*	-0.6%	-3%	?	-4%	0%	0.1%	-7%	0%	-1.7%
O=C(c1ccccc1)N(c1ccccc1)C1C=CS(=O)(=O)C1 (configuration not stated)	2%	i	.	0%	i	-1%	-3%	0.0%	-6%	-3%	0.0%
Cn1c(SCC(=O)N2CCCc3ccccc32)nnc1-c1ccco1	0%	i	-0.2%[57.5 µM]	10%	i	1%	2%	-2.0%	0%	2%	-0.5%
